Rin1 Abl inh = inhibitors of human Rin1-Abl protein interaction. P00519+Q13671. AID 588664. inhibition, % at 7.35 µM. 0.4% of 360,000 active. TR-FRET Rin1/Abl binding, biochemical; in the data active = inhibition above about 5%, passing the limit was not always enough
MT1-MMP act inh = MT1-MMP (human) activation inhibition; P50281; HT1080 RFP-PRO-GFP cells, GFP/RFP ratio fluorescence, overnight; percent of plate control window, DMSO zero; GFP/RFP ratio change, % at 20 µM; 0.061% of 360,000 active; AID 651647;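 active = GFP/RFP ratio change of at least 30% with cell ATP level not reduced by more than half and red fluorescence within 50% of control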; also: strong numbers were not always called active
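Assay system – RFP-PRO-GFP reporter HT1080 cells · Compound dosing – single dose of 20 µM compound, 1% DMSO final · Incubation – overnight compound exposure at 37 °C · Measure – GFP/RFP fluorescence ratio · Benchmarks – DMSO wells and RFP-L50D-GFP cells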
Neddylation inh = blocks human cullin neddylation; TR-FRET cullin neddylation, biochemical; calls only at 25 µM; 0.58% of 360,000 active; in the data active = inhibition above about 36%
Target sequence (P61081 whole entry, looked up): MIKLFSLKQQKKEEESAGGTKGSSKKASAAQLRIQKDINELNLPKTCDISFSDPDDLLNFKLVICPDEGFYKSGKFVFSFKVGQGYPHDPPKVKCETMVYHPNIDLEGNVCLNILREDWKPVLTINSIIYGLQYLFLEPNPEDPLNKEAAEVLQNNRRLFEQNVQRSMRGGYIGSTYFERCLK
Target sequence (Q13564 whole entry, looked up): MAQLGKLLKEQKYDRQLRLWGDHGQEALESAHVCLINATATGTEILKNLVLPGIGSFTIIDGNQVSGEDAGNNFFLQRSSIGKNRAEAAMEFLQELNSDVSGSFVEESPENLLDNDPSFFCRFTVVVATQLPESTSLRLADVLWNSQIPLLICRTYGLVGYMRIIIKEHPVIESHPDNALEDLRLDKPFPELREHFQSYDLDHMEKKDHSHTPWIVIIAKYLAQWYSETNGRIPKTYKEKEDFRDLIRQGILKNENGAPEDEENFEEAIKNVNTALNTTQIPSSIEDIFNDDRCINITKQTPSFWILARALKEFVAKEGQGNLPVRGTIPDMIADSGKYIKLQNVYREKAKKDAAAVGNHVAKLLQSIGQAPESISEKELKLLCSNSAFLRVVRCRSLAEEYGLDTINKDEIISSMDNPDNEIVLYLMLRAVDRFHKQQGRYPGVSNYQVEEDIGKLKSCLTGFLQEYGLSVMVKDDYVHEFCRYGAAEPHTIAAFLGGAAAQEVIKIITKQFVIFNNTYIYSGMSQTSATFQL
E coli Lon inh = inhibitors of E. coli Lon protease. 0.42% of 360,000 active. AID 602123. purified E. coli Lon protease, fluorescence polarization. inhibition, % at 7.94 µM. P0A9M0; in the data active = inhibition above about 13%, passing the limit was not always enough;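 also: 0% = enzyme with probe and DMSO and 100% = no enzyme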
MsrA act = activates bovine MsrA enzyme | purified bovine MsrA, absorbance read-out | activation, % at 10.6 µM | 0.3% of 360,000 active; in the data active = activation above about 7.5%;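 also: 0% = vehicle and 100% = reference activator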
SKN-1 inh = inhibitors of C. elegans SKN-1; 0.49% of 360,000 active; C. elegans VP596 Pgst-4::GFP/RFP ratio, acrylamide-induced, 24 h; AID 624304; inhibition, % at 21.8 µM;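 active = interference check ratio from 0.5 to 1.5 plus GFP to RFP signal ratio inhibition reaching or exceeding a fixed threshold, cut at about 30% in these data, passing the limit was not always enough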; also: some compounds called inactive have numbers as strong as hits
CendR NRP1 mod = NRP-1/CendR interaction modulation. O14786. inhibition, % at 25 µM. 0.85% of 360,000 active. FAM-RPARPAR peptide binding to NRP-1, fluorescence polarization;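 active = inhibition or corrected inhibition above about 18%, plus a signal ratio from 0.5 to 1.5, limit read from the data, passing the limit was not always enough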; also: strong numbers were not always called active
MsrA inhibitor = inhibitors of bovine MsrA; inhibition, % at 15.5 µM; AID 651718; 0.75% of 360,000 active; purified bovine MsrA, absorbance read-out; in the data active = inhibition above about 4.5%;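 also: 0% = vehicle wells with enzyme and 100% = reference inhibitor wells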
FAS TE block = blocks the thioesterase domain of human fatty acid synthase. 0.67% of 360,000 active. inhibition, % at 15 µM. recombinant FAS-TE, OMFH fluorogenic substrate, fluorescence endpoint;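 active = compounds whose normalised, plate-corrected inhibition of enzyme fluorescence in the single-dose primary screen is 50% or more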;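 also: 0% = DMSO with enzyme and 100% = substrate without enzyme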
Starred values were filed as active, the others as inactive; i = inactive; x = no result given; + = active, no number.

smiles,FAS TE block,Rin1 Abl inh,E coli Lon inh,MsrA act,MsrA inhibitor,CendR NRP1 mod,SKN-1 inh,Neddylation inh,MT1-MMP act inh
O=C(NCc1ccc2c(c1)OCO2)c1ccc(=O)[nH]c1,-4,-2,-7,-6,-0.3,-8,-9,i,-3
CCOc1cc2[nH]c(=O)n(CCCN3CCN(c4ccc(OC)cc4)CC3)c(=O)c2cc1OCC,1,0,-3,-1,0.0,5,6,i,1
CCc1nnc(NC(=O)Nc2ccc(OC)cc2)s1,-6,-4,9,-1,-1.3,1,8,i,12
O=S(=O)(c1ccccc1)N1CCN(CCOc2ccc(F)cc2)CC1,4,3,13,0,-0.4,-4,16,i,1
CCOC(=O)c1c(NC(=O)c2ccccc2Cl)sc2c1CCc1ccccc1-2,40,-4,-1,-8,0.1,9,6,i,-10
COc1ccc(Cl)cc1NC(=O)CN(C)C(=O)CCC(=O)c1cc(C)sc1C,14,-1,3,-9,1.0,-10,2,i,2
COc1ccc(Nc2nc(-c3ccccc3)c(C(=O)Nc3cccnc3)s2)cc1,2,-1,-6,-3,3.1,12,4,x,-4
CCOC(=O)Cc1c(-c2cccc(Br)c2)nc2c3ccccc3ccn12,22,x,-6,-13,1.0,4,9,i,-4
O=C(CSc1nncs1)Nc1nnc(-c2ccccc2)o1,-1,2,-6,-2,-0.2,5,6,i,1
Cc1ccc2nc(Cl)c(C3CC(c4cccs4)=NN3C(=O)CCC(=O)O)cc2c1 (centres undefined),-4,-3,-4,-4,-0.2,2,11,i,3
CCNC(=O)Nc1ccccc1C(=O)OC,-5,-1,-5,0,1.7,9,5,i,2
Cc1cc(C)nc(-n2nc(C)cc2NC(=O)CNCc2ccccc2)n1,-5,1,-5,-7,0.3,-1,-15,i,2
Cc1ccc(NC(=O)CN(C)C(=O)C2CSC3(C)CCC(=O)N23)cc1 (centres undefined),-4,0,4,-11,-0.3,-4,-18,i,-4
O=C(CN1C(=O)NC2(CCc3ccccc32)C1=O)c1ccc(F)c(F)c1 (centres undefined),12,0,1,-2,-1.0,-5,10,i,2
CC(NC(=O)COC(=O)c1cc(NS(=O)(=O)c2ccc(Cl)c([N+](=O)[O-])c2)ccc1O)C1CC2CCC1C2 (centres undefined),53*,-4,11,-3,0.4,-16,8,i,7
NC(=O)COC(=O)c1cccc(S(=O)(=O)N2CCN(c3ccc(F)cc3)CC2)c1,-6,1,-6,-4,-0.1,-4,-7,i,2
COc1ccc(N(C(=O)CNC(=O)c2ccco2)C(C(=O)NC2CCCC2)c2ccncc2)cc1 (centres undefined),-4,0,-3,-3,0.1,1,5,i,2
CC(=O)c1ccc(NC(=S)Nc2cccc3ccccc23)cc1,5,-2,11,-3,0.3,2,6,i,0
Cc1ccc(-n2c3c(c(O)c(-c4ccccc4)c2=O)C(=O)CC(C)(C)C3)cc1,-4,2,-2,0,0.0,0,2,i,1
O=C(Nc1cccc2nsnc12)c1ccc(-c2ccc(Br)cc2)o1,-3,-3,-20,-9,-1.3,-17,6,x,-13
Cc1cccc(-n2ncc3c2CCCC3NC(=O)Cc2c(C)noc2C)c1C (centres undefined),-4,-1,-10,-5,1.3,0,4,i,-1
CN(CC(=O)Nc1ccc(S(N)(=O)=O)cc1)c1ccccc1,-4,-2,3,-3,0.8,-12,2,i,6
Cn1c2c(c(=O)[nH]c1=O)C(c1cccc(O)c1)C1=C(N2)c2ccccc2C1=O (centres undefined),1,6,1,-5,-0.9,5,4,i,-8
O=C(NC(Cc1nn[nH]n1)C(=O)OCc1ccccc1)OCc1ccccc1 (centres undefined),-8,-1,-11,-6,1.1,-3,-11,i,-1
CCOc1c(C)cnc2c1c(=O)n(Cc1cccc(Cl)c1)c(=O)n2C,24,-111,-5,0,0.2,16,-6,i,-2
CCOc1ncccc1C(=O)OCC(=O)Nc1c(C)cccc1C,-11,1,1,-10,0.8,-1,-1,i,-11
COc1cc(C2C(C#N)=C(C)NC3=C2C(=O)CC(C)(C)C3)ccc1OCCO (centres undefined),-6,0,3,-2,1.7,7,-2,i,-3
Cc1nn(-c2ccccc2)c(C)c1C(=O)OCC(=O)N(C)C1CCS(=O)(=O)C1 (centres undefined),-7,4,7,-4,0.5,10,7,i,5
C=CCN(Cc1ccco1)S(=O)(=O)c1ccc(Cl)cc1,-3,0,-2,-3,-0.5,3,-17,i,0
O=c1o[nH]c(-c2ccccc2)c1N=Nc1c(F)cccc1Cl,0,-1,-2,-3,0.1,-1,8,i,-1
COC(=O)c1oc2ccccc2c1-n1cccc1,-8,-1,0,-12,0.5,10,-14,i,-4
C/C(=N\OCC(=O)Nc1ccccc1C(=O)O)c1cccs1,0,1,-2,-3,-0.1,7,1,i,1
COc1ccc(S(=O)(=O)N2CC=C(C(=O)Nc3ccc(NC(C)=O)cc3)CC2)cc1,-1,3,10,-3,1.3,2,0,i,1
CCc1ccc(S(=O)(=O)N/N=C\c2ccc3c(c2)OCO3)cc1,6,2,-1,-7,-0.1,8,-19,i,-10
O=C(c1cccs1)N1CCN(Cc2cccnc2)CC1,-9,-1,0,-9,0.5,1,0,i,-1
C/C(=N\NC(=O)C(N)=O)c1cccc(C(F)(F)F)c1,-5,0,0,-3,-0.3,9,-3,i,2
CN(CCO)CCOCCOc1cccc2ccccc12,-8,-3,-8,-5,0.8,8,-9,i,6
CCCc1nc2ccccc2n1C(=S)SC,5,2,13,-2,0.1,-2,12,i,0
COC(=O)C(NC(=O)C(C)NC(=O)OCc1ccccc1)C(C)C (centres undefined),-8,-1,-5,-1,-1.2,-13,-6,i,0
NC(=O)c1ccccc1NC(=O)CCCc1ccccc1,-7,1,-7,-4,1.2,-3,20,i,1
CC(C)N1C(=S)SC(C)(C)C1n1oc(=O)n(-c2ccc(Cl)c(Cl)c2)c1=O (centres undefined),10,-1,-5,-4,0.7,3,5,i,1
Cc1ccc(C)c(N2CCN(C(=O)c3ccc4nsnc4c3)CC2)c1,15,-6,2,-3,0.0,5,7,i,-11
CC1CCN(C(=O)C(NS(=O)(=O)c2cccc3nsnc23)c2ccccc2)CC1 (centres undefined),6,0,1,-9,0.3,-9,-2,i,-4
O=C1COc2ccc(-c3csc(=Nc4ccc(OC(F)F)cc4)n3CC3CCCO3)cc2N1 (centres undefined),19,-3,-1,-1,1.6,5,9,i,-6
O=C1NC[C@@H](CCCCN2C[C@H](Cc3ccc(O)cc3)N(Cc3ccccc3)C(=O)C2=O)N(CCC2CCCCC2)C1=O,0,x,-5,-2,0.7,2,3,i,7
COc1cccc(/C=N/NC(=O)CNC(=O)C(c2ccccc2)c2ccccc2)c1O,7,0,-13,-14,0.1,9,3,i,0
O=C(OCc1ccccc1F)c1ccc2c(c1)OCCO2,16,-1,-2,-9,-0.8,2,-5,i,6
Cc1cccc(Oc2ccc(NS(=O)(=O)c3ccc(C)c(C(=O)O)c3)cc2)c1,-10,3,-7,2,0.5,12,-11,i,-2
Cc1cccc(C)c1NC(=O)CN(C)C(=O)CCC(=O)N1CCOCC1,-6,-8,-1,-3,0.0,8,-13,i,3
C=CCN1C(=S)N[C@@H]2CS(=O)(=O)C[C@@H]21,-4,1,-5,-1,-0.6,4,15,i,0

Already shown: five of the compounds above.
smiles,FAS TE block,Rin1 Abl inh,E coli Lon inh,MsrA act,MsrA inhibitor,CendR NRP1 mod,SKN-1 inh,Neddylation inh,MT1-MMP act inh
C/C(=N\NC(=O)C(N)=O)c1cccc(C(F)(F)F)c1,-5,0,0,-3,-0.3,9,-3,i,2
CN(CCO)CCOCCOc1cccc2ccccc12,-8,-3,-8,-5,0.8,8,-9,i,6
CCCc1nc2ccccc2n1C(=S)SC,5,2,13,-2,0.1,-2,12,i,0
COC(=O)C(NC(=O)C(C)NC(=O)OCc1ccccc1)C(C)C (centres undefined),-8,-1,-5,-1,-1.2,-13,-6,i,0
NC(=O)c1ccccc1NC(=O)CCCc1ccccc1,-7,1,-7,-4,1.2,-3,20,i,1

(continued)
smiles,FAS TE block,Rin1 Abl inh,E coli Lon inh,MsrA act,MsrA inhibitor,CendR NRP1 mod,SKN-1 inh,Neddylation inh,MT1-MMP act inh
O=c1[nH]c(SCc2nc3ccccc3n2Cc2ccccc2)nc2ccccc12,0,1,-5,1,0.5,-1,1,i,5
CC(Oc1ccccc1)c1ccnn1S(=O)(=O)c1ccccc1 (centres undefined),11,0,2,1,1.1,0,6,i,1
CC(=O)Nc1nc2ccc(NC(=O)c3ccco3)cc2s1,-2,0,-2,-2,1.7,-1,13,i,4
Cc1ccc(NC2CCCN(C(=O)c3ccoc3C)C2)cc1C (centres undefined),-3,6,-17,-3,1.1,2,4,i,1
COc1ccc(-c2coc3c(C(=O)Nc4cc(OC)c(OC)c(OC)c4)cccc23)c(C)c1,21,-6,-7,-5,-0.7,-8,4,i,-3
c1ccc(CCNc2ccc3nncn3n2)cc1,-6,2,5,-2,-0.1,0,1,i,2
COc1cccc(NC(=O)CSc2nc(O)c(C)c(=O)n2-c2ccc(C)cc2)c1,-6,-1,-1,-2,0.1,24*,14,i,6
Cc1ccc(C)c(NC(=O)C(c2ccccc2)N2CCN(CC(=O)NC3CC3)CC2)c1 (centres undefined),-5,0,-13,0,-0.9,-1,-7,i,-6
CCOC(=O)N/N=C/c1cn(Cc2ccc(F)cc2)c2ccccc12,-2,-3,3,-6,-1.3,16,16,i,6
Cc1ccc(S(=O)(=O)NCC(=O)NCC(=O)N2CCN(c3ncccn3)CC2)cc1C,-2,-2,-8,-3,-1.1,-21,1,i,1
CCOC(=O)C(NC(=O)c1ccccc1)(N1CCCC1=O)C(F)(F)F (centres undefined),-1,2,3,1,-1.5,2,2,i,-3
COc1ccc2cc(CCNC(=O)C3CCCC3)c(=O)[nH]c2c1,-2,-1,-3,0,0.6,-7,-18,i,-4
Cc1c(CCC(=O)NCCCn2ccnc2)c(=O)oc2cc3occ(C(C)(C)C)c3cc12,-10,-1,-2,-2,-1.2,6,1,+,6
Cc1ccc(NC(=O)COC(=O)CSC(=S)N2CCOCC2)cc1C,-3,0,11,1,1.2,6,0,i,-2
COc1ccc2oc3cc(C)[n+]([O-])c(-c4ccc(Br)cc4)c3c2c1,6,-1,-37,-9,1.1,1,8,i,-2
CCS(=O)(=O)N1CCCC(C(=O)NCc2ccc(C)cc2)C1 (centres undefined),0,3,-6,0,0.2,7,12,i,2
CCOC(=O)c1ccc(NC2c3ccccc3C(=O)N2c2cccnc2)cc1 (centres undefined),-1,3,12,-1,-0.1,9,12,i,-3
Cc1ccc(-c2nc(CS(=O)CC(=O)NCCN3CCCC3)c(C)o2)cc1 (centres undefined),-5,3,-3,-1,-0.6,-11,-8,i,2
Cn1c(=O)c(=O)n(C)c2cc(S(=O)(=O)N3CCCC3C(=O)NCc3ccco3)ccc21 (centres undefined),-3,1,2,-5,-0.9,-12,8,i,-5
Cc1ccc(NC(=O)CSCC(=O)Nc2cccc(S(=O)(=O)N3CCCCCC3)c2)cc1,18,0,-6,-1,-0.2,-5,-14,i,2
CC(=O)NC1=NN(C(C)=O)C(c2sccc2C)S1 (centres undefined),0,1,-5,1,0.2,8,16,i,-1
O=C(COC(=O)c1ccc(O)cc1)Nc1ccc(S(=O)(=O)N2CCCC2)cc1,6,7,-1,-13,0.3,-3,-14,i,3
O=C(Nc1c(F)cc(F)cc1Br)C1CCCO1 (centres undefined),-8,0,-3,-3,0.3,6,-2,i,5

From PubChem BioAssay
